# Source: PubChem (National Center for Advancing Translational Sciences (NCATS))
# Vif-APOBEC3F blk: inhibitors of Vif-A3F interaction | HeLa A3F-eYFP + Vif (tagged APOBEC3F with the HIV-1 protein that degrades it), YFP fluorescence increase | Potency, µM (titrated, usually from 46.1 µM), inactives show top-dose activity, negative = active | hit rate 0.2% among 390,000 | AID 602313; further: potency means the concentration at half of the fitted maximal effect; % of control where 0% means no effect; nearly all actives have a fitted effect of over 65% in size
#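 Fluorescence increase (Ex 488/Em 500-530) after overnight compound treatment at 37 deg C flags inhibition of Vif-driven A3F-eYFP loss in stable HeLa A3F-eYFP/Vif cells seeded overnight beforehand.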
# Vif-A3G inh: Vif-A3G binding inhibition | Q9HC16 | HeLa A3G-eYFP + Vif (tagged APOBEC3G with the HIV-1 protein that degrades it), YFP fluorescence, overnight | Potency, µM (series often up to 46.1 µM), inactives show top-dose activity, negative = active, actives largely listed as inhibitors | hit rate 0.076% among 410,000 | AID 602310;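 further: potency means the concentration at half of the fitted maximal effect; on the % scale 0 is the no-effect control and ±100 the full control effect; nearly all actives have a fitted effect of over 60% in size; hits raise eYFP signal because A3G escapes Vif-driven loss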
#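 HeLa cells stably expressing Vif and C-terminally eYFP-tagged A3G, seeded overnight at 37 deg C, then exposed to compound by pintool overnight at 37 deg C. Rise in yellow fluorescence (Ex 488/Em 500-530, Acumen) marks blocked Vif-driven A3G degradation.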
# PI4K2A inh: blocks human PI4K2A kinase activity. purified PI4K2A, ADP-Glo luminescence, 1 h; hits give low values. hit rate 0.13% among 420,000. Q9BTU6. activity change, negative = inhibition, % at 76.9 µM; in the data active means activity change below about -50%; inconclusive means mostly about -30% to -49%;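 further: -100% = wells without enzyme as full effect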
# Target sequence (Q9BTU6 whole entry, looked up): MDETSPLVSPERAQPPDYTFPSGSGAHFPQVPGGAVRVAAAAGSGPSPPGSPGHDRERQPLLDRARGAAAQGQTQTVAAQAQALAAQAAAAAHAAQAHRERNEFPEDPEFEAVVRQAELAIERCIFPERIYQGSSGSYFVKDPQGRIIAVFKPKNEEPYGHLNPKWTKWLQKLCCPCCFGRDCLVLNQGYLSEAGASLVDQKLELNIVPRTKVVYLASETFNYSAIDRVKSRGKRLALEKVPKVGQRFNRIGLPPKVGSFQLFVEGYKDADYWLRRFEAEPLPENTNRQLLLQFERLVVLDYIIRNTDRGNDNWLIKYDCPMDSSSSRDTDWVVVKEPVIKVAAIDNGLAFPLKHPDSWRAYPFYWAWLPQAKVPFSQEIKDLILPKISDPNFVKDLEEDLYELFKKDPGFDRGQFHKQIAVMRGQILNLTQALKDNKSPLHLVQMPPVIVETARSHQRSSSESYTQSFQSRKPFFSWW
#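 In this quantitative HTS, ADP production by PI4K2A was quantified luminescently after 1 h at ambient temperature; 100 microM adenosine served as plate-quality control.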
# TrxR1 substrate: substrates of rat thioredoxin reductase 1; O89049; purified TrxR1 substrate turnover, NADPH consumption readout; Potency, µM (series often up to 114 µM), without a hit: at the top dose activity change, negative = substrate turnover; hit rate 0.01% among 390,000; AID 588456; further: potency means the concentration at half of the fitted maximal effect; on the % scale 0 is the no-effect control and ±100 the full control effect; nearly all actives have a fitted effect of over 50% in size
# Target sequence (O89049 whole entry, looked up): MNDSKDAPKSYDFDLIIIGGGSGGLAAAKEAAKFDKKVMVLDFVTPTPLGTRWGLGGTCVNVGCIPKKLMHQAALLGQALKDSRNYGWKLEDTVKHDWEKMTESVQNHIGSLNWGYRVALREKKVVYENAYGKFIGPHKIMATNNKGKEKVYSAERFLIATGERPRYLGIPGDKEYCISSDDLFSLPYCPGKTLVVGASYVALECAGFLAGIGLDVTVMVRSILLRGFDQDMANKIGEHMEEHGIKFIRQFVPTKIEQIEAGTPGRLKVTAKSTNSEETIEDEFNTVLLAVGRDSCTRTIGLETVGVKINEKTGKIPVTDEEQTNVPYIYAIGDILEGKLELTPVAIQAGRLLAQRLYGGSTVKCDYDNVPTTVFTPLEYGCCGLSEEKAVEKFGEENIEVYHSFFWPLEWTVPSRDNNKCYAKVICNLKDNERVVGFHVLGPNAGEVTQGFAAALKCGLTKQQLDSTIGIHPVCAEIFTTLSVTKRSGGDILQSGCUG
#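 Rat TrxR1, dispensed at 90 nM, was prereduced with 400 uM NADPH (final) for 5 min at ~22 deg C, then incubated with compound 15 min before 400 uM selenite. A first-read NADPH fluorescence drop versus no-compound background flagged substrates.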
# Glioma ERSR ind: ER stress response induction in glioma | Potency, µM, without a hit: at the highest dose activation, usual class: activators | U87-MG GRP78 promoter luciferase reporter, 16 h | hit rate 0.02% among 420,000; further: potency means the concentration at half of the fitted maximal effect; series mostly up to about 76 µM; % of control where 0% means no effect; nearly all actives have a fitted effect of over 35% in size
#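 Stably transfected U87-MG human glioma cells carrying a GRP78-based luminescent sensor were seeded at 1000 cells/well, pin-dosed with compounds and incubated 16 h. Luciferase reagent was then added, and end-point luminescence was read after 10 min at room temperature.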
# LDHA block: inhibitors of human lactate dehydrogenase A. P00338. purified LDHA, NADH/diaphorase-resazurin fluorescence; hits give low values. activity change, % (values are at about 110 or 230 µM). hit rate 0.15% among 480,000. AID 1347041; in the data active means activity change below about -30%; inconclusive means mostly about -25% to -30%;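 further: plate controls were DMSO wells for no effect and wells without enzyme for full effect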
#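 Enzyme activity of human lactate dehydrogenase 5 (2 nM; 0.06 mM NADH, 0.2 mM pyruvate, 5 min, RT) is measured via a resazurin/diaphorase fluorescence readout of residual NADH.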
# IDH1 R132H inh: inhibitors of human mutant IDH1 R132H | O75874 | IDH1-R132H enzyme, NADPH consumption, diaphorase/resazurin fluorescence | Potency, µM (series often up to 76.6 µM), inactives show at the highest dose activity change, negative = inhibition, actives largely listed as inhibitors | hit rate 0.093% among 390,000 | AID 602179; further: potency means the concentration at half of the fitted maximal effect; on the % scale 0 is the no-effect control and ±100 the full control effect; nearly all actives have a fitted effect of over 65% in size
#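 IDH1-R132H (0.5 ug/mL) preincubated 30 min with compound, then NADPH (0.016 mM) and alpha-KG (2 mM) added; 80 min at RT, pH 7.5. Remaining NADPH coupled via diaphorase/resazurin to fluorescence (540/590 nm); concentration-response curves normalized to no-enzyme control.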
# RXFP1 agonist: activates the human relaxin receptor RXFP1 | HEK293T-RXFP1 cAMP TR-FRET, 30 min; response scale: percent of porcine relaxin response, buffer zero | Potency, µM (series often up to 57.5 µM), for the others: top-dose activation, hits mostly activators | hit rate 0.3% among 370,000 | AID 2676; further: potency means the concentration at half of the fitted maximal effect; on the % scale 0 is the no-effect control and ±100 the full control effect; nearly all actives have a fitted effect of over 60% in size; many of its hits are not listed in these tables
#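 HEK293T cells stably expressing RXFP1 were pretreated with the PDE4 inhibitor Ro 20174, exposed to compounds for 30 min at 37C, lysed, and cAMP was read by TR-FRET. Data normalized to buffer (basal) and 29 nM porcine relaxin (100%).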
# USP1 inh: USP1/UAF1 (human) deubiquitinase inhibition; O94782; recombinant USP1/UAF1, Ub-Rhodamine cleavage fluorescence; Potency, µM (series often up to 57.1 µM), without a hit: at the highest dose activity change, negative = inhibition, actives largely listed as inhibitors; hit rate 0.23% among 390,000; further: potency means the concentration at half of the fitted maximal effect; on the % scale 0 is the no-effect control and ±100 the full control effect; nearly all actives have a fitted effect of over 60% in size; inactives centre near -12
#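 High-throughput fluorogenic screen: 1nM USP1/UAF1 complex, Ub-Rho substrate 150nM final, 50mM HEPES pH 7.8 with 0.5mM EDTA, 0.1 mg/ml BSA, 1mM TCEP and 0.01% Tween-20.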
# * hit, by the source's call; ? = inconclusive; . = no result given; & = joins results of further samples; [ ] = dose if it differs, or a comment. Unless noted, the call rests on the fitted dose curve; in most records, active means well fitted curve in the direction sought with a large enough effect; inconclusive means small, poorly fitted or top-dose-only effect, or another doubt; inactive means no such curve, though single readings can be large; an effect the other way counts as inactive or inconclusive.
# Every second line gives: LDHA block	Vif-APOBEC3F blk	Vif-A3G inh	PI4K2A inh	IDH1 R132H inh	Glioma ERSR ind	USP1 inh	TrxR1 substrate	RXFP1 agonist
CCn1cc(C(=O)NCCCN(C)c2ccccc2)c(=O)c2cc(S(=O)(=O)N(C)C)ccc21
 : -1.1	-3.9%	-5.9%	3.9	-14.6%	-1.4%	-14.6%	-3.2%	0.7%
O=C(/C=C/c1ccc(F)cc1)NC(=S)NNC(=O)c1cnccn1
 : -1.5	-7.8%	0.0%	-1.3	-0.1%	13.6%	-18.6%	-9.6%	0.9%
CC(C)c1ccc(NC(=O)c2cc(S(=O)(=O)NCc3ccccc3Cl)ccc2F)cc1
 : 2.8	-11.4%	-5.8%	-1.3	-0.6%	2.0%	-24.8%	-12.6%[57.1 µM]	-0.1%
C(=N\N1CCN(c2ccccn2)CC1)/c1ccccn1
 : -9.7	3.1%	0.5%	-1.8	-3.3%	-1.0%	-3.7%	7.4%[57.1 µM]	3.1%
Cc1ccc(C(=O)Oc2ccc(C(=O)COC(=O)C3CC(=O)N(Cc4ccco4)C3)cc2)cc1 (configuration not stated)
 : -3.1	-3.0%	-4.2%	-24.1	1.0%	?	5.0%	10.6%[57.1 µM]	0.3%
COc1cc(CN(C)CC2CCCN(CCc3cccc(C(F)(F)F)c3)C2)ccc1O (configuration not stated)
 : 4.4	5.0%	-2.8%	2.3	4.4%	-1.7%	-16.5%	-4.6%[57.1 µM]	-0.9%
CN(C)c1ccc(-c2nnn(CC(=O)NCc3ccc4c(c3)OCO4)n2)cc1
 : -0.4	-1.8%	-21.1%	4.4	3.1%	-2.0%	-18.3%	-9.8%[57.1 µM]	8.3%
C=CCc1ccc(OCCCNCc2ccccc2)c(OC)c1
 : -5.1	-0.7%	-0.7%	-1.1	8.2%	-0.3%	-20.8%	9.0%	-2.4%
CCCCn1nc(C(=O)Oc2ccc3c(C)cc(=O)oc3c2)c2ccccc2c1=O
 : -1.1	-9.7%	0.1%	-4.7	9.4%	-3.5%	-7.2%	568.6%[activator]	5.0%
CC1CCCCN1CCNC(=O)CCc1nnc2n(Cc3ccccc3)c(=O)c3ccccc3n12 (configuration not stated)
 : -2.3	-4.7%	-2.7%	7.9	10.7%	-1.6%	-9.8%	-1.8%[57.1 µM]	?
CCOC(=O)C1CCCN(S(=O)(=O)c2ccc(S(N)(=O)=O)cc2)C1 (configuration not stated)
 : -12.2	0.5%	4.9%	-1.6	0.6%	-6.5%	-4.5%	4.9%	-1.8%
Cc1onc(-c2ccccc2)c1C(=O)NC(=S)NNC(=O)c1ccccc1O
 : -10.0	1.9%	0.0%	-7.1	-2.4%	?	-2.1%	-7.5%	-0.5%
O=[N+]([O-])c1ccccc1S(=O)(=O)NCCSCc1ccco1
 : -4.8	6.7%	-0.2%	-5.5	-0.1%	-0.6%	1.2%	1.1%	-0.5%
CC(=O)Nc1cc(-c2cccc(F)c2)cn2c(-c3ccc(F)c(Cl)c3)cnc12
 : -0.7	.	-7.4%	-1.7	.	-1.4%	.	.	.
COc1cc(/C=C(\C#N)C(=O)Nc2ccc(C(=O)O)cc2)ccc1OC(=O)c1cccc(F)c1
 : -3.5	5.4%	-9.0%	3.9	-4.4%	-6.3%	-22.8%	-14.8%	-0.1%
CCN1C(=O)[C@@H]2[C@@H](c3ccc(SC4CCCCC4)c(OC)c3)N3CCCC[C@@]3(C(=O)OC)[C@@H]2C1=O
 : 3.6	?	-20.0%	-4.8	4.0%	-2.8%	?	-6.0%[57.1 µM]	.
COc1ccc(OCC(O)CN(CC(O)COc2ccc(OC)cc2)c2cccc(O)c2)cc1 (configuration not stated)
 : 7.1	-3.3%	4.1%	-4.7	-6.0%	-4.8%	-17.9%	3.5%[57.1 µM]	2.9%
O=C(Nc1cccc(S(=O)(=O)N2CCOCC2)c1)C12CC3CC(CC(C3)C1)C2
 : -4.9	3.7%	0.2%	-5.9	-1.2%	-3.3%	-5.0%	7.7%[57.1 µM]	.
COc1ccc(N2CCN(c3ncnc4c3cnn4C)CC2)cc1
 : 7.9	1.2%	7.5%	-19.7	-12.5%	-1.6%	5.2%	-6.3%[57.1 µM]	6.4%
COc1ccc(-c2nnc(SCC#CCO)o2)cc1OC
 : -1.7	4.4%	-1.4%	2.9	1.5%	-2.9%	-0.9%	7.2%[57.1 µM]	2.0%
CCOc1ccccc1-c1nc(-c2cc3ccccc3nc2OC)no1
 : -3.4	?	-28.8%	8.7	0.5%	-2.0%	?	16.1%[57.1 µM]	5.4%
Fc1ccc(Oc2cnns2)cc1
 : -0.8	-0.2%	-0.7%	-1.2	-4.2%	0.0%	-20.1%	6.9%	0.1%
Cc1ccc(C(=O)COC(=O)C(C)N2C(=O)C3C4CCC(C4)C3C2=O)cc1C (configuration not stated)
 : -6.0	-6.0%	0.6%	3.7	3.1%	6.2%	-12.6%	-10.2%	-1.9%
O=S(=O)(/N=C(/c1ccccc1)N1CCCCC1)c1ccccc1
 : -6.1	2.8%	1.3%	4.6	10.6%	-4.6%	-5.5%	-6.8%	0.7%
CN(C)S(=O)(=O)n1cc(/C=C(\NC(=O)c2ccccc2Cl)C(=O)NCCCN2CCOCC2)c2ccccc21
 : -4.9	2.0%	3.6%	-2.9	-2.4%	1.5%	-21.2%	-10.6%	-0.1%
O=C(/C=C/c1ccccc1)C1C(=O)c2ccccc2C1=O
 : -3.2	-5.5%	1.7%	-7.7	16.2%	0.6%	-23.6%	-14.0%	-0.1%
COc1ccc(CN(Cc2ccco2)C(=O)COc2ccc(Cl)cc2C)cc1
 : 0.2	0.9%	0.7%	-1.4	0.4%	-2.5%	1.0%	-10.9%	0.7%
O=c1c2c(nc3c(-c4ccc(Cl)cc4)c[nH]n13)CCCC2
 : -1.7	5.1%	-0.3%	0.8	6.9%	-3.8%	-24.0%	5.8%[57.1 µM]	2.7%
NC12CCc3c(no[n+]3[O-])C1(O)CC(c1ccccc1)=[N+]2[O-] (configuration not stated)
 : 5.8	-5.0%	-6.3%	-1.9	1.2%	-1.4%	-1.9%	10.6%	1.1%
CC(=O)N1CCN(CC(=O)Nc2ccc(Cl)c(S(=O)(=O)N(C)C)c2)CC1
 : -1.9	4.9%	1.2%	-6.1	2.2%	-2.2%	1.2%	4.9%[57.1 µM]	-0.7%
Oc1ccc[n+](CCCCC[n+]2cccc(O)c2)c1
 : -7.2	-7.2%	1.4%	2.5	6.1%	-3.2%	-1.0%	-5.7%	-1.5%
Cc1sc2ncn(CC(=O)NCCCOC(C)C)c(=O)c2c1S(=O)(=O)N1CCN(c2ncccn2)CC1
 : -2.9	8.8%	0.8%	4.7	-8.9%	-3.4%	-9.7%	-0.5%	6.8%
CCOc1ccccc1C1C(C(=O)Nc2ccccc2OC)=C(C)Nc2nnnn21 (configuration not stated)
 : -0.1	-12.8%	1.5%	1.9	8.3%	-4.3%	-7.3%	8.4%	0.0%
Cc1nn(CCCC(=O)NCc2cccc(Cl)c2)c(=O)c2c1sc1ccccc12
 : -4.5	.	.	2.6	.	.	-17.9%	82.6%[activator]	8.5%
CN1CCc2c(n(CC(O)CN3C(=O)c4ccccc4S3(=O)=O)c3ccccc23)C1=O (configuration not stated)
 : -6.8	5.5%	-4.9%	-2.7	-4.1%	3.0%	-14.9%	4.7%[57.1 µM]	-1.2%
COc1ccc(N=c2sc3ccccc3n2C)cc1
 : 2.6	-0.2%	-1.2%	1.1	3.7%	7.2%	-5.8%	1.3%	0.0%
COCC(=O)Nc1cccc(Br)c1
 : -0.5	3.5%	1.6%	1.5	3.2%	0.2%	-3.4%	4.0%[57.1 µM]	-0.3%
Cc1ccc(C)c(N(C)S(=O)(=O)c2ccc3[nH]cc(C(=O)NC4CCCC4)c(=O)c3c2)c1
 : 1.0	-1.3%	-1.9%	-0.2	17.8%	1.9%	-26.7%	-1.1%[57.1 µM]	0.8%
CCOC(=O)N1CCN(CCC(=O)Nc2cccc(Br)c2)CC1
 : -8.7&-1.2	-0.9%&-0.7%	1.8%&1.1%	0.6&-6.6	-3.6%&1.7%	2.5%&-2.8%	-12.3%&-1.2%	-10.8%&-6.5%	1.8%&-0.3%
Cc1cc(=O)oc2cc(NC(=O)Cc3ccccc3)ccc12
 : -0.7&-4.4	?	-2.9%	-0.8	4.7%	2.8%	-9.2%	37.6%[activator]	12.5%
C=CCN1CN(Cc2ccco2)CNC1=S
 : -1.7	-0.2%	-1.8%	-2.8	0.1%	-0.7%	-7.6%	2.8%	-0.1%
CCCCNC(=O)C1(C)CCCCN1C(=O)c1oc2ccccc2c1C (configuration not stated)
 : -5.0	.	-2.7%	4.6	.	-2.5%	.	.	.
CCc1ccc(C2=CSC3=NCCN23)cc1
 : -6.6	0.5%	2.0%	0.3	1.5%	-1.2%	-1.9%	5.2%	3.5%
O=C(CN1CCC(c2nc3ccccc3s2)CC1)NCc1cccs1
 : -0.2	-3.0%	1.9%	2.4	2.3%	3.1%	-8.3%	-0.3%	1.1%
S=c1[nH]nc(-c2cc(-c3ccccc3)n[nH]2)n1/N=C/c1ccc(Cl)c(Cl)c1
 : -42.2*	1.0%	-0.4%	-0.6	-3.1%	-1.2%	2.8%	5.2%[57.1 µM]	3.0%

# Some of the compounds tested; rates above refer to the full screens.
